IL2 activator: IL-2 activation; AID 652025; activation, % (series mostly up to about 46 µM); 360,000 compounds, 0.065% hits; IL-2 activation reporter assay, cell-based qHTS; stimulated with anti-CD3/CD4/CD28 beads; in transgenic mouse T cells; in the data active = activation above about 50%; inconclusive = mostly about 30% to 49%; also: 0% is about no effect
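Readout is EGFP and DsRed signal by fluorescent plate cytometry after 18 h at 37 degrees C. Transgenic mouse T cells (750/well) received compound for 60 min before bead stimulation (anti-CD3, anti-CD4, anti-CD28); memory T cells served as non-tolerant control.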
FUS yeast rescue: FUS proteinopathy suppression in yeast. 390,000 compounds, 0.24% hits. Potency, µM (series often up to 76.6 µM), for inactives: at the highest dose growth rescue (activation), most hits filed as activators. S. cerevisiae FUS-expressing, growth rescue, OD600, 24 h;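 also: potency is read from the fitted curve at half-maximal effect; plate controls were DMSO vehicle for no effect and reference control for full effect; nearly all actives have a fitted effect of over 55% in size; some results filed as inactive show a strong effect at the top dose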
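Quantitative HTS measuring growth restoration of FUS-toxic yeast. Galactose-induced cells (OD 0.005) were exposed 24hr at 30C to compounds at several concentrations, then absorbance at 600 nm was recorded.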
PI5P4Ka inh: blocks human PI5P4K alpha kinase activity. AID 652105. max response, %. P48426. PI5P4Kalpha enzyme, ADP-Glo luminescence, 60 min; hits give low values. 330,000 compounds, 1.2% hits; active = max response of -50% or lower; inconclusive = between -30% and -50%; inactive = -30% or higher; also: value at the top dose of about 77 µM; % is scaled to controls: 0 for no effect and ±100 for the full control effect
Target sequence (P48426 whole entry, looked up): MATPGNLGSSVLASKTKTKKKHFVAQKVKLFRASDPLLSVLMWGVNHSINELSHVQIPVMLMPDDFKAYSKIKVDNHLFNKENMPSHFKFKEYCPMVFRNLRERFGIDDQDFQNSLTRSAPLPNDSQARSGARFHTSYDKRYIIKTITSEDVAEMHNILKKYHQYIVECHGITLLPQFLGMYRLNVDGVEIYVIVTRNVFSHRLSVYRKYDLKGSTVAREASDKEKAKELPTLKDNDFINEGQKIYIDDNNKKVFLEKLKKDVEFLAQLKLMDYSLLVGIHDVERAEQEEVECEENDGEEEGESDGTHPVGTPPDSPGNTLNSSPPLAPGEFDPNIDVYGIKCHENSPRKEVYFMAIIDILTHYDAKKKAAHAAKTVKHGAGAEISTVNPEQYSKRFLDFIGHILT
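Luminescence from ADP-Glo served as readout of PI5P4Kalpha activity in a qHTS format. Reaction: enzyme, substrate, compound, ATP at 5 microM final, 60 min at RT.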
WRN helicase inh: WRN helicase (human) inhibition | WRN helicase unwinding, fluorescent forked duplex, kinetic | 360,000 compounds, 0.46% hits | Potency, µM (top dose mostly 114 µM), for the others: at the top dose activity change, negative = inhibition, actives largely listed as inhibitors | Q14191; also: potency is read from the fitted curve at half-maximal effect; % is scaled to controls: 0 for no effect and ±100 for the full control effect; nearly all actives have a fitted effect of over 55% in size
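Primary qHTS, 1536-well format. 20 nM WRN + compound, 15 min RT; start with 100 nM forked fluorophore/quencher duplex, 2 mM ATP (final); kinetic read ex 525/em 598 nm.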
PLK1 PBD block: PLK1 (human) polo-box domain binding inhibition; 360,000 compounds, 2.8% hits; P53350; Potency, µM, for inactives: max response, negative = inhibition, most hits filed as inhibitors; Plk1 PBD binding of FITC phosphopeptide, fluorescence polarization; AID 720504; also: potency is read from the fitted curve at half-maximal effect; series mostly up to about 57 µM; % is scaled to controls: 0 for no effect and ±100 for the full control effect; nearly all actives have a fitted effect of over 65% in size
Target sequence (P53350 whole entry, looked up, the tested form may be a part): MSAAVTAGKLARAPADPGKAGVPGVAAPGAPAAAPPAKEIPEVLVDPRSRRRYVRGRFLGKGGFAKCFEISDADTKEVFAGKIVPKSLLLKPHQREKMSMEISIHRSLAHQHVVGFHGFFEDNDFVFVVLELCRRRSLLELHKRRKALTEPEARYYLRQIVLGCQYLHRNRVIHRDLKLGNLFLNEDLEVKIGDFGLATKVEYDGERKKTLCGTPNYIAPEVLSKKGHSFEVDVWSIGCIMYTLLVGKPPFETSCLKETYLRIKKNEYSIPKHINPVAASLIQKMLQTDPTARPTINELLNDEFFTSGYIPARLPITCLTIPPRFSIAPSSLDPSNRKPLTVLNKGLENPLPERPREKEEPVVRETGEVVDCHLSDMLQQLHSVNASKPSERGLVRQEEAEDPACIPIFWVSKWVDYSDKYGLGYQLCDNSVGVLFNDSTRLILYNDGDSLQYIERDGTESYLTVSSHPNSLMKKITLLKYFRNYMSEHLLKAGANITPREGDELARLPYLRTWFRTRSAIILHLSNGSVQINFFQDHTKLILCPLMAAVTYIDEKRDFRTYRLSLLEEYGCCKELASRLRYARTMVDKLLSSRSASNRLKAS
EPAC1 agonist: agonists of human EPAC1. Potency, µM (top dose mostly 154 µM), inactives show at the highest dose activation, usual class: activators. EPAC1 agonist qHTS, biochemical assay; response scale: 100% = response to 6.5 mM cAMP. 360,000 compounds, 0.073% hits. AID 720707. O95398; also: potency is read from the fitted curve at half-maximal effect; nearly all actives have a fitted effect of over 60% in size
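Normalized to 6.5 mM cAMP, activity reflects EPAC1-catalysed release of BODIPY-GDP from Rap1B, followed kinetically over 30 min at 480 nm excitation, 540 nm emission. Reaction contained 100 nM EPAC1, 250 nM Rap1B-BODIPY-GDP, 50 uM GDP.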
EPAC1 antag: EPAC1 (human) antagonism | O95398 | EPAC1 GEF assay, Rap1b-BODIPY-GDP exchange fluorescence | Potency, µM (titrated, usually from 115 µM), for the others: top-dose activity change, negative = inhibition, hits mostly inhibitors | 360,000 compounds, 0.14% hits | AID 720709;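 also: potency is read from the fitted curve at half-maximal effect; plate controls were vehicle for no effect and positive control for full effect; nearly all actives have a fitted effect of over 50% in size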
Abeta yeast res: A-beta toxicity reversal in yeast. 410,000 compounds, 0.063% hits. yeast expressing A-beta42, growth rescue, OD600, 48 h; response scale: 0% DMSO, 100% iron-clioquinol control. Potency, µM (highest dose often 46.1 µM), for inactives: at the highest dose growth rescue, hits mostly activators; also: potency is read from the fitted curve at half-maximal effect; nearly all actives have a fitted effect of over 55% in size
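Yeast growth medium received pinned compounds, then yeast cells expressing toxic A-beta were added; plates incubated at 30 C for 48 hr. Growth read as absorbance at 600 nm, normalized to DMSO and equimolar FeCl3 plus clioquinol controls.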
The depositor's hits bear a star; ? = inconclusive; / = not tested or not shown; & = joins results of further samples; [ ] = another dose, or the depositor's remark. Unless noted, calls follow the shape of the dose curve; as a rule, active = well fitted curve in the direction sought with a large enough effect; inconclusive = small, poorly fitted or top-dose-only effect, or another doubt; inactive = no such curve, though single readings can be large; an effect the other way counts as inactive or inconclusive.

SMILES	IL2 activator	FUS yeast rescue	PI5P4Ka inh	WRN helicase inh	PLK1 PBD block	EPAC1 agonist	EPAC1 antag	Abeta yeast res
Cc1cc(-c2ccccc2)nc(N/N=C/c2ccc(O)cc2O)n1	-1.9	?	10	-27%	3%	21%	-24%	12%
Cc1cc(C)c(NC(=S)N(CCN(C)C)Cc2cccs2)c(C)c1	-2.7	15%	4	3%	-5%	-8%	13%	-11%
COc1ccc(Cl)cc1C=CC=Nc1ccccc1O	-3.9	/	-7	2%	-13%	-3%	-8%	-7%
COc1cccc(/C=C/C(=O)OCCN2C(=O)c3ccccc3C2=O)c1	-2.7	19%	0	-1%	5%	6%	6%	-8%
Cc1ccc(NC(=O)c2cc(S(=O)(=O)N3CCOCC3)cn2C)cc1F	-1.9	2%	6	-4%	7%	-7%	?	-18%
O=C(Oc1ccc([N+](=O)[O-])cc1)c1cc(-c2ccccc2)nc2ccccc12	-0.2	-4%	-1	17%	-18%	-4%	-11%	-11%
Oc1ccccc1CC=NC1CCCCC1	-0.2	/	1	-3%	0%	-8%	12%	-15%
CCn1c(SC(C)C(=O)OC)nnc1-c1c[nH]c2ccccc12 (stereo not given)	3.7	-24%	10	-5%	-2%	5%	-11%	2%
CCCNC(=O)c1ccc2c(=O)c(O)c(-c3ccc(OC)cc3)[nH]c2c1	-0.4	-1%	0	1%	6%	6%	-6%	-26%
COc1ccccc1NC(=O)C(C)OC(=O)CSCC(=O)Nc1cc(C)on1 (stereo not given)	-0.5	-15%	0	1%	-1%	-2%	-5%	-8%
COc1ccc(S(=O)(=O)Cc2ccc(C(=O)N3CCN(c4ccccc4)CC3)o2)cc1	-1.5	10%	6	-3%	-1%	-3%	-19%	-6%
O=C(NCCc1ccc(Cl)cc1)C1CCCN1C(=O)NCc1ccccc1 (stereo not given)	-1.8	3%	-1	5%	3%	-12%	2%	4%
CCN1CC(O)=C(c2nc3ccccc3s2)C1=N	0.4	-9%	3	?	?	-2%	?	-13%
Cc1cc(OCC(=O)O/N=C(\N)c2ccccc2)ccc1Br	-0.2	-2%	12	0%	-8%	6%	-1%	5%
CNc1snc(C)c1C(=O)OC(C)C(=O)Nc1ccccc1 (stereo not given)	-0.6	8%	-4	2%	1%	-5%	-11%	0%
Cn1nc(C(=O)NCCc2ccc(S(N)(=O)=O)cc2)c2c1-c1ccccc1S(=O)(=O)C2	-1.1	12%	-4	-4%	1%	0%	17%	13%
COc1cccc(C2N(c3cccc(Cl)c3)C(=O)C3CCCN32)c1 (stereo not given)	2.3	-24%	1	-1%	-9%	2%	-15%	-9%
NC(=O)COc1cc2oc(=O)c3c(c2cc1Cl)CCCC3	0.5	-7%	0	10%	-2%	5%	-6%	-8%
Cc1ccc(C(NC(=O)N2CCCC2)C(Cl)Cl)cc1F (stereo not given)	-0.4	9%	1	1%	-8%	3%	20%	4%
CCNC(=S)Nc1cc(-c2ccc(Cl)cc2)[nH]n1	-0.8	-8%	-25	-22%	-18%	6%	-13%	8%

As entered above:
`CCNC(=S)Nc1cc(-c2ccc(Cl)cc2)[nH]n1` in FUS yeast rescue has -8%
`NC(=O)COc1cc2oc(=O)c3c(c2cc1Cl)CCCC3` in FUS yeast rescue has -7%

Later entries
SMILES	IL2 activator	FUS yeast rescue	PI5P4Ka inh	WRN helicase inh	PLK1 PBD block	EPAC1 agonist	EPAC1 antag	Abeta yeast res
CC(NC(=O)CC1CCCCC1)c1ccccc1 (stereo not given)	1.5	8%	5	15%	4%	0%	11%	8%
O=C(Nc1ccc2c(c1)[C@@H]1C[C@@H](CC(=O)N3CCCCC3)O[C@@H](CO)[C@@H]1O2)NC1CCCCC1	2.1	5%	-2	10%	2%	-23%	5%	3%
O=C(CN1C(=O)c2cccc3cccc1c23)Nc1ccccc1C(=O)NCc1ccco1	-1.0	2%	-5	-14%	-3%	7%	-2%	3%
CC/C(=N\NS(C)(=O)=O)c1ccccc1	-2.7	7%	-7	-6%	-6%	-1%	20%	-4%
O=C1CCCN2N=C(SCC(=O)Nc3ccc([N+](=O)[O-])cc3)SC2=N1	-0.3	6%	-5	0%	38µM*	4%	20%	-17%
CNC(=O)CNC(=O)Nc1ccc(Cl)c(Cl)c1	1.1	22%	4	-5%	1%	9%	-7%	-13%
O=C(NNc1nc2cc3c(cc2s1)OCO3)c1ccccc1	-4.3	14%	-16	-3%	-7%	-6%	7%	-15%
COc1cc(NC(=O)CSc2nnc(Cn3nnc4ccccc43)n2C)cc(OC)c1	2.2	7%	-3	5%	-8%	8%	-3%	11%
CC(C)=CCC/C(C)=C/CNC(=O)C[C@H]1C[C@H](C(=O)N2CCOCC2)[C@@]2(CCC3CCCC3)c3[nH]c4cc(-c5ccco5)ccc4c3CCN2C1=O	-0.4	?	?	-13%	-9%	-21%	-29%	4%
COCCNC(=O)Cn1c(=O)n(Cc2ccc(C(=O)NCCc3ccc(OC)c(OC)c3)cc2)c(=O)c2ccccc21	-0.4	?	7	1%	2%	2%	-16%	-5%&-22%
CCOc1cccc(/C=N/Nc2nc(N3CCCC3)nc(N3CCCC3)n2)c1O	-0.8	-16%	7	-3%	7%	-3%	-1%	-24%
CCC(=O)Nc1cccc(NC(=O)c2cc3ccccc3o2)c1	0.5	5%	8	6%	-21%	6%	9%	19%
O=C(Cn1nc(C(F)F)cc1C(F)F)NNC(=S)Nc1ccc(F)cc1	2.8	13%	/	6%	-9%	6%	5%	15%
O=C(Cn1nc(-c2ccccc2)oc1=O)OCC(=O)c1ccc(F)c(F)c1	-1.2	/	-6	0%	-2%	9%	4%	3%
COc1cccc(OCCNc2cc(Cl)ccc2[N+](=O)[O-])c1	-2.0	-1%	/	-1%[57.1 µM]	-1%	1%	7%	14%
CC1(C)C2CCC1(CS(=O)(=O)Nc1ccc(S(=O)(=O)N3CCCCC3)cc1)C(=O)C2 (stereo not given)	-3.9	/	3	3%	-7%	-6%	11%	-1%
CC(C)(C)OC(=O)NCCC(=O)N/N=C/c1ccc2ncccc2c1	2.3	-21%	-1	-32%	-1%	4%	-12%	6%
COc1ccc(Br)cc1CNC(=O)CCC(=O)n1nc(C)c2ccccc21	0.0	30%	-9	1%	?	2%	17%	-3%
COc1ccccc1NC(=O)CSc1nnc(CSc2nc(C)cc(C)n2)o1	-1.9	-8%	-3	0%	2%	-10%	7%	0%
O=C(C(=O)N1CCC(Cc2ccccc2)CC1)c1cccs1	-0.5	28%	-19	-13%	-29%	14%	-18%	-15%
CS(=O)(=O)c1ccc2nc(NC(=O)CCNC(=O)c3ccccc3Cl)sc2c1	-3.2	/	-17	-21%	-10%	11%	10%	-5%
CC1Cc2ccccc2N1S(=O)(=O)c1cccc(C(=O)N2CCN(c3ncccn3)CC2)c1 (stereo not given)	-0.7	42%	6	-6%	-14%	-8%	-23%	-13%
COc1ccc(NC(=O)CSc2nc(-c3ccc(C)cc3)cc(C(F)(F)F)c2C#N)cc1	-0.5	-6%	3	-5%	-5%	5%	-28%	19%
C=C1CCN([C@H](C(=O)OCc2ccc(C)cc2)C(C)C)S(=O)(=O)c2ccccc21	-0.7	19%	14	0%	4%	4%	-9%	9%
Cc1nc(SCC(N)=O)c(C#N)c(C)c1C	0.0	-3%	1	-5%	-11%	10%	-26%	11%
CCCc1cnc(N2CCN(C(=O)c3c(-c4ccccc4)noc3C)CC2)nc1	-2.3	36%	4	-2%	-1%	-4%	-10%	11%
O=C1NC2=C(CCc3ccccc32)C(c2ccccc2)N1 (stereo not given)	2.0	-8%	1	-7%	-23%	2%	-2%	-17%
Cc1ccc(SCC(=O)O/N=C(\N)c2cccnc2)cc1	-0.6	8%	-1	-2%	-1%	2%	-7%	31%
COc1ccc(C(=O)Cn2c(Cl)nc3c2c(=O)n(C)c(=O)n3C)cc1	-2.4	21%	1	1%	-12%	4%	7%	-12%
Cc1cnc(NC(=O)COc2ccccc2Cl)s1	-1.8	12%	/	4%	-5%	2%	5%	4%
COc1ccc(N(C)S(=O)(=O)c2cccc(C(=O)N3CCN(c4ccccc4)CC3)c2)cc1	-4.7	40%	0	-9%	1%	-1%	-12%	-19%
Cc1ccc(CN2CCN(/N=C/c3ccc(C)s3)CC2)c(C)c1	-0.6	/	-2	4%	1%	-1%	10%	9%
Cc1ccccc1C(=O)Nc1ccc(-c2nc3ccc(C(=O)c4ccccc4)cc3[nH]2)cc1	-0.5	15%	4	-7%	-5%	5%	0%	19%

Gathered by group: the compounds so far containing a Cl atom.
SMILES	IL2 activator	FUS yeast rescue	PI5P4Ka inh	WRN helicase inh	PLK1 PBD block	EPAC1 agonist	EPAC1 antag	Abeta yeast res
COc1ccc(Cl)cc1C=CC=Nc1ccccc1O	-3.9	/	-7	2%	-13%	-3%	-8%	-7%
O=C(NCCc1ccc(Cl)cc1)C1CCCN1C(=O)NCc1ccccc1 (stereo not given)	-1.8	3%	-1	5%	3%	-12%	2%	4%
COc1cccc(C2N(c3cccc(Cl)c3)C(=O)C3CCCN32)c1 (stereo not given)	2.3	-24%	1	-1%	-9%	2%	-15%	-9%
NC(=O)COc1cc2oc(=O)c3c(c2cc1Cl)CCCC3	0.5	-7%	0	10%	-2%	5%	-6%	-8%
Cc1ccc(C(NC(=O)N2CCCC2)C(Cl)Cl)cc1F (stereo not given)	-0.4	9%	1	1%	-8%	3%	20%	4%
CCNC(=S)Nc1cc(-c2ccc(Cl)cc2)[nH]n1	-0.8	-8%	-25	-22%	-18%	6%	-13%	8%
CNC(=O)CNC(=O)Nc1ccc(Cl)c(Cl)c1	1.1	22%	4	-5%	1%	9%	-7%	-13%
COc1cccc(OCCNc2cc(Cl)ccc2[N+](=O)[O-])c1	-2.0	-1%	/	-1%[57.1 µM]	-1%	1%	7%	14%
CS(=O)(=O)c1ccc2nc(NC(=O)CCNC(=O)c3ccccc3Cl)sc2c1	-3.2	/	-17	-21%	-10%	11%	10%	-5%
COc1ccc(C(=O)Cn2c(Cl)nc3c2c(=O)n(C)c(=O)n3C)cc1	-2.4	21%	1	1%	-12%	4%	7%	-12%
Cc1cnc(NC(=O)COc2ccccc2Cl)s1	-1.8	12%	/	4%	-5%	2%	5%	4%

From PubChem BioAssay

Outcome played no part in choosing rows; about 4.1% have a hit in one of these screens.
